DENV2 CPE: DENV2-induced cell death inhibition; CPE inhibition, % at 9.99 µM; AID 651640; hit rate 1.7% among 350,000; DENV2-infected cells, cytopathic effect rescue, plate reader; in the data active = CPE inhibition above about 20%, passing the limit was not always enough; inconclusive = no clear call, values can overlap the other calls; tested in BHK-21 cells;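 note: 0% = median of neutral control wells and 100% = median of positive control wells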
INS-1E GSIS act: primary screen for activators of insulin secretion dependent on glucose, INS-1E cells, GLuc reporter luminescence; activation, % at 16.6 µM; INS-1E GLuc reporter insulin secretion, 2-3 h; hit rate 0.61% among 370,000;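 active = lowest replicate activation of at least 40%, so every replicate reaches that level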;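 note: 0% = median of neutral control wells and 100% = median of IBMX positive control wells; some compounds called inactive have numbers as strong as hits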
PAX8 reporter: lowers PAX8-driven luciferase in RMG-I cells. RMG-I TPO-luciferase reporter, SteadyGlo, 24 h. inhibition, % at 12.6 µM. hit rate 1.2% among 360,000. AID 652154;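 active = mean replicate inhibition at least 60% with every replicate also reaching 60%; inconclusive = only one of the two criteria is met; inactive = mean below 60% and not all replicates reaching 60%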;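 note: luciferase light reporting Pax8 driven TPO promoter activity; plate controls were median of neutral control wells for no effect and mitoxantrone controls for full effect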
EWS-Fli inh: inhibitors of EWS/Fli oncoprotein transcriptional activity; A673 NR0B1-luciferase reporter, viability-normalised; inhibition, % at 12.6 µM; hit rate 0.67% among 350,000;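 active = mean inhibition of at least 50% after viability correction, with every replicate also passing that limit; inconclusive = mean reaches 50% but only one of two replicates passes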;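 note: firefly luciferase signal divided by Alamar Blue viability fluorescence both relative to DMSO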
F508del corr: CFTR F508del correction in bronchial cells | CFBE cells, YFP halide quenching; stimulated with forskolin plus potentiator P3; % fluorescence drop versus neutral controls | hit rate 0.36% among 350,000 | activity (quench increase), % at 7.58 µM | AID 720511;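 active = mean added fluorescence quench of at least 8% versus neutral control, with both replicates also reaching 8%; inconclusive = only one of the mean or replicate conditions met; inactive = mean below 8% and not both replicates reaching 8%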;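 note: cells transiently co-express mutant CFTR-F508del with the halide-sensitive YFP; corrector assay measuring rescue of mutant channel to the surface after 24 h compound exposure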
ARNT-TACC3 inh: disrupts binding between human ARNT and TACC3 | AID 623870 | Q9Y6A5 | AlphaScreen His-ARNT PAS-B/GST-TACC3 binding, luminescence; TACC3 fragment carries E629A point mutation | hit rate 0.66% among 390,000 | inhibition, % at 9.99 µM;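 active = mean inhibition of replicates at least 50% and at least half of replicates each reaching 50%; inconclusive = half or more replicates reach 50% but mean below 50%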;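 note: 0% = complete ARNT plus TACC3 wells and 100% = ARNT alone without TACC3; many hits fall short of the cut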
ERp5 inh: inhibitors of human ERp5; Q15084; ERp5 insulin aggregation, absorbance 650 nm, 90 min; inhibition, % at 9.99 µM; hit rate 0.05% among 350,000; AID 651711;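 active = mean replicate inhibition above about 25%, with every replicate also reaching it, limit read from the data, passing the limit was not always enough; inconclusive = only one of those two criteria met; inactive = neither criterion met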
Target sequence (Q15084 whole entry, looked up): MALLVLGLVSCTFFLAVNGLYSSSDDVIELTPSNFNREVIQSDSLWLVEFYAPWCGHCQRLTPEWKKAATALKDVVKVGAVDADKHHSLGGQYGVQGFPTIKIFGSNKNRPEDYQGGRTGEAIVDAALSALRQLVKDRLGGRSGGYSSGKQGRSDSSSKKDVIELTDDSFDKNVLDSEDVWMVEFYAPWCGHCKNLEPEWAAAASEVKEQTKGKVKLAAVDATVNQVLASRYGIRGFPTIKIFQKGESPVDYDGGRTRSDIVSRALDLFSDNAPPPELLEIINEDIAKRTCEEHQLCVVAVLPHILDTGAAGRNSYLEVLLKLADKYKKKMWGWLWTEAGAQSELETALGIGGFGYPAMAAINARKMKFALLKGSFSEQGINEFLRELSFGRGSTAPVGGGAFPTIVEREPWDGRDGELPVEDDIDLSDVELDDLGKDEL
Xi reactivation: reactivates the inactive X chromosome in mouse fibroblasts; XiGFP mouse fibroblasts, % GFP-positive cells imaging, 3 d; cells co-treated with 5-aza-dC sensitizer; scaled so ellipticine positive control = 100%; activation, % at 7.58 µM; hit rate 0.055% among 360,000;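 active = mean normalized replicate activation at least 10% and every replicate at or above 10%; inconclusive = only one of the two criteria met; inactive = mean below 10% and not all replicates reach 10%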;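 note: 0% = median of on-plate neutral control wells and 100% = ellipticine 6 µM median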
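Material: SV40-immortalized XiGFP fibroblast cells, line 68-5-11 | Buffer or medium: DMEM containing 5-aza-dC | Dosing: One concentration, pinned | Times: 3 d treatment, 15 min room-temperature fixation | Controls: Ellipticine 6 µM positive control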
* = called active by the depositor; ? = inconclusive; / = no result given.

SMILES | DENV2 CPE | INS-1E GSIS act | PAX8 reporter | EWS-Fli inh | F508del corr | ARNT-TACC3 inh | ERp5 inh | Xi reactivation
CC(C)c1ccc(OCCCCN2CCCCC2)cc1 | 5 | 2 | -17 | -4 | 0.8 | 39 | 2 | 0.0
COc1ccc(-c2ccc([C@@H]3[C@@H](C#N)N(C(=O)C4CCC4)[C@H]3CO)cc2)cc1 | 72* | -2 | -8 | 1 | -0.9 | -1 | -14 | -0.1
COc1ccc(C(=O)Nc2ccc3[nH]ncc3c2)cc1OC | 18 | 10 | -23 | -27 | 1.4 | 22 | 0 | -0.1
C[C@H](O)C#Cc1cnc2c(c1)C(=O)N([C@H](C)CO)C[C@@H](C)[C@H](CN(C)Cc1cccc(F)c1)O2 | -10 | 23 | / | -5 | 1.7 | -8 | 8 | 0.0
COc1ccc(NC(=O)CCCOc2ccc(C(C)=O)cc2)cc1S(=O)(=O)N1CCCCC1 | 13 | / | 13 | 10 | 1.4 | / | -1 | 0.2
COc1cc(C2C3=C(CCCC3=O)OC3=C2C(=O)CCC3)ccc1OCC(=O)Nc1ccccc1 | 13 | 7 | 5 | / | -0.9 | 6 | 8 | 0.0
CC1CN(C(C)C)C(=S)NC1=O (stereo not drawn) | -12 | 3 | -1 | 0 | 5.7 | -6 | -4 | 0.0
Fc1cccc(COc2ccccc2CNc2ccccc2)c1 | / | -17 | 9 | / | / | 0 | / | 0.0
O=C(CCNC(=O)c1ccc([N+](=O)[O-])cc1)NCC1COc2ccccc2O1 (stereo not drawn) | 6 | -5 | -14 | -3 | -0.4 | / | -3 | 1.3
CCNc1ncnc2c1cnn2C1CCCO1 (stereo not drawn) | 2 | / | -21 | 10 | -3.4 | -12 | -2 | 0.2
Clc1ccc(C2=NN=C3COc4ccccc4N3C2)cc1 | 0 | -8 | -1 | -2 | 2.3 | / | 5 | 0.0
COc1ccc(C(=O)N/C(=C\c2cn(S(=O)(=O)N(C)C)c3ccccc23)C(=O)N2CCCC2)cc1 | -3 | 7 | -10 | -6 | -3.3 | / | 6 | 0.5
COc1ccc(C[C@H]2CCc3cnnn3COC[C@H](Cc3ccccc3)NC2=O)cc1 | 4 | 10 | -6 | 4 | / | / | -1 | 0.0
COc1cc(C2C(C#N)=C(N)Oc3cc(C)oc(=O)c32)cc(OC)c1OC (stereo not drawn) | -4 | 14 | -11 | -3 | -4.5 | -6 | -3 | -0.1
CC(=O)c1ccc(S(=O)(=O)NCc2cccnc2)cc1 | ? | 4 | 0 | 2 | 3.0 | 1 | 1 | 0.0
O=C(CNC(=O)c1cccs1)N=Nc1c(O)[nH]c2ccc([N+](=O)[O-])cc12 | 16 | 13 | 2 | 6 | -4.8 | 3 | 8 | 0.0
C[C@@H]1CN([C@H](C)CO)C(=O)c2cccc(NC(=O)c3nc4ccccc4s3)c2O[C@@H]1CN(C)C(=O)Nc1ccc(F)cc1 | -8 | -18 | / | -14 | 3.5 | -4 | -3 | 0.0
COC(=O)Cc1ccc(NC(C)=O)cc1 | -1 | 10 | -14 | 1 | 1.9 | -4 | 3 | 0.0
COc1ccccc1CNC(=O)CS(=O)Cc1nc(-c2ccccc2C)oc1C (stereo not drawn) | ? | 1 | 11 | 6 | 5.0 | 3 | 1 | 0.2
Nc1ccc(C(=O)OCC(=O)NC2CCS(=O)(=O)C2)cc1[N+](=O)[O-] (stereo not drawn) | 1 | -5 | -2 | -3 | -0.8 | -3 | 6 | 0.0
CCCNC(=O)[C@@H]1[C@@H](CO)[C@@H]2Cn3c(cccc3=O)[C@@H]2N1C(=O)C1CCCC1 | -2 | -4 | / | -11 | -2.7 | -4 | -8 | -0.1
COc1cc(CNCCc2ccc(S(N)(=O)=O)cc2)ccc1OCc1ccc(Cl)cc1 | / | 5 | / | 1 | 1.2 | -4 | 5 | /
CCN(CC)C(=O)[C@H]1C[C@H](CC(=O)NCc2ccc(OC)c(OC)c2)C(=O)N2CCc3c([nH]c4cc(CCC(=O)N(C)C)ccc34)[C@]12C | 0 | 8 | -4 | 1 | 1.1 | / | 0 | 0.8
O=C(C[C@@H]1C[C@@H]2c3cc(NC(=O)Nc4ccccc4F)ccc3O[C@@H]2[C@@H](CO)O1)NC1CCCC1 | 10 | -10 | 3 | -7 | 0.4 | -24 | 4 | 0.0
Cc1ccc2c(c1)C(=O)N1[C@H]3c4cc(Br)ccc4OC[C@@H]3[C@H](c3ccccc3)[C@]1(C)C(=O)N2 | 3 | -5 | 28 | 56* | -7.3 | 0 | 0 | -0.1

An excerpt from above in order of the F508del corr value, low to high.
SMILES | INS-1E GSIS act | F508del corr | ARNT-TACC3 inh | ERp5 inh
Cc1ccc2c(c1)C(=O)N1[C@H]3c4cc(Br)ccc4OC[C@@H]3[C@H](c3ccccc3)[C@]1(C)C(=O)N2 | -5 | -7.3 | 0 | 0
COc1ccc(C(=O)Nc2ccc3[nH]ncc3c2)cc1OC | 10 | 1.4 | 22 | 0
CC1CN(C(C)C)C(=S)NC1=O (stereo not drawn) | 3 | 5.7 | -6 | -4

More structures.
SMILES | DENV2 CPE | INS-1E GSIS act | PAX8 reporter | EWS-Fli inh | F508del corr | ARNT-TACC3 inh | ERp5 inh | Xi reactivation
Cc1ccnc(NS(=O)(=O)c2ccccc2)c1 | 1 | -4 | 9 | -2 | -0.9 | -1 | 1 | 0.1
COc1ccccc1/C=N/Nc1cc(C)nc(N2CCOCC2)n1 | -3 | / | -5 | 4 | -1.3 | -9 | / | 0.1
O=C(NCc1ccc(C(F)(F)F)cc1)c1ccc2c(c1)S(=O)(=O)c1ccccc1C2=O | / | 1 | 8 | -2 | 4.8 | / | / | 0.1
CN1C(=O)c2cc(NC(=O)c3cccs3)ccc2OC[C@H]2O[C@@H](CC(=O)O)CC[C@H]21 | 0 | 4 | -8 | -3 | -0.6 | -2 | -2 | 0.2
CO/N=C/C(=N\Nc1cc(OC)cc(OC)c1)C(=O)c1ccccc1 | 1 | 0 | -18 | 0 | -1.4 | 15 | -6 | 0.0
Cc1c(Cl)c(C(=O)N2CCCC2)nn1C | 121* | 8 | 41 | 3 | / | -4 | 2 | 0.0
COc1ccc(C(=O)NCCS(=O)(=O)N2CCc3ccccc3C2)cc1OC | 15 | 9 | -4 | 6 | 0.7 | -7 | -3 | 0.5
C=C1c2cc3c(cc2NC(=S)N1Cc1ccccc1)OCO3 | -5 | -5 | 14 | 7 | -1.5 | / | 0 | 0.0
Nc1nonc1-n1nnc(C(=O)N/N=C/c2ccc(Br)cc2)c1-c1ccc2c(c1)OCO2 | 6 | 6 | -2 | / | 4.4 | 5 | 1 | 0.0
CCN(CC)c1ccc(NC(=O)C2CCCN(S(=O)(=O)c3cnc[nH]3)C2)c(C)c1 (stereo not drawn) | 2 | -21 | 7 | 2 | 6.3 | 0 | -8 | 0.0
CCCCn1nc(C(=O)N(C)Cc2nc3ccccc3c(=O)[nH]2)c2ccccc2c1=O | 15 | -1 | 3 | -3 | 0.2 | / | 7 | -0.1
Cc1cccc(C)c1N(CC(=O)N/N=C/c1cc(Br)c(C)o1)S(C)(=O)=O | / | -7 | 28 | 6 | -4.3 | / | 0 | 0.0
CCS(=O)(=O)N1CCC2(CC1)CN(Cc1ccccc1F)[C@H](CO)c1c2c2ccc(OC)cc2n1C | -17 | -18 | / | -2 | -2.4 | / | / | 0.3
N#Cc1ccccc1S(=O)(=O)N1CCN(C(=O)c2cccc(S(=O)(=O)N3CCCC3)c2)CC1 | -3 | / | 0 | -4 | -2.4 | -1 | -3 | 0.1
CCOc1ccc(C(C)=O)cc1CN1C(=O)NC2(CCCCCCC2)C1=O | 7 | 17 | 45 | -1 | -2.4 | -14 | -3 | 0.0
COc1cc(C=CC(=O)OCC=Cc2ccc3c(c2)OCO3)cc(OC)c1OC | 0 | 16 | 11 | 5 | -2.9 | / | 3 | -0.1
COc1cc(CN(C)C(=O)C2CCN(S(=O)(=O)c3cccs3)CC2)ccc1OC(F)F | -4 | -6 | 32 | -5 | 0.7 | 2 | 2 | -0.1
COc1ccc2c3c(n(C)c2c1)[C@@H](CO)N(CC1CC1)CC31CN(C(=O)Nc2ccc(F)cc2F)C1 | -19 | -11 | / | -1 | -2.9 | / | / | 0.1
C[C@@H]1CCCCO[C@@H](CN(C)C(=O)Nc2ccccc2)[C@H](C)CN([C@@H](C)CO)C(=O)c2cc(NC(=O)c3ccncc3)ccc2O1 | 15 | -7 | -11 | -5 | -0.6 | 2 | 2 | 0.0
Cc1ccc(C2C=C(c3ccccc3)Nc3nc(N4C(=O)CCC4=O)nn32)cc1 (stereo not drawn) | -1 | -17 | -10 | 0 | -1.5 | / | 3 | 0.0
CC1(c2nnc(-c3cccc(Cl)c3)o2)CC(c2ccccc2)=NO1 (stereo not drawn) | -11 | -22 | -6 | -13 | 2.4 | / | -5 | -0.3
O=C1C(=O)c2ccccc2C(O)=C1c1cccc([N+](=O)[O-])c1 | 3 | -31 | 31 | -9 | -8.9 | 5 | 3 | -0.1
O=C(N[C@H]1CC[C@H](CCNS(=O)(=O)c2cccc(Cl)c2)O[C@H]1CO)c1ccc(F)cc1 | 7 | -13 | 10 | -5 | 0.3 | 0 | 6 | -0.2
O=C1c2ccccc2C(c2nnnn2Cc2ccccc2)N1Cc1cccnc1 (stereo not drawn) | 13 | 19 | 9 | 1 | 2.3 | / | -3 | 0.0
O=S(=O)(Cc1ccccc1)NCC[C@@H]1CC[C@H](NS(=O)(=O)c2ccccc2)[C@H](CO)O1 | -4 | 4 | -14 | 0 | 5.5 | -6 | -5 | -0.4
Nc1ccc(C(=O)N/N=C/c2cn(Cc3ccccc3)c3ccccc23)cc1 | -5 | 1 | 12 | -8 | 0.8 | -17 | -3 | 0.4
COc1ccc([C@H]2C[C@H](O)[C@@H](n3cc(COC(=O)c4ccccc4)nn3)CN2Cc2cccs2)cc1 | 15 | -16 | 2 | 16 | 2.1 | / | 3 | 0.3
CN(CCC#N)C(=S)NC(=O)c1ccc(S(=O)(=O)N2CCOCC2)cc1 | 5 | -8 | 7 | 2 | -1.9 | -4 | -1 | 0.0

As a short view, part of the list above:
SMILES | DENV2 CPE | INS-1E GSIS act | PAX8 reporter | EWS-Fli inh | F508del corr | ARNT-TACC3 inh | ERp5 inh | Xi reactivation
O=C1c2ccccc2C(c2nnnn2Cc2ccccc2)N1Cc1cccnc1 (stereo not drawn) | 13 | 19 | 9 | 1 | 2.3 | / | -3 | 0.0
O=S(=O)(Cc1ccccc1)NCC[C@@H]1CC[C@H](NS(=O)(=O)c2ccccc2)[C@H](CO)O1 | -4 | 4 | -14 | 0 | 5.5 | -6 | -5 | -0.4
Nc1ccc(C(=O)N/N=C/c2cn(Cc3ccccc3)c3ccccc23)cc1 | -5 | 1 | 12 | -8 | 0.8 | -17 | -3 | 0.4
COc1ccc([C@H]2C[C@H](O)[C@@H](n3cc(COC(=O)c4ccccc4)nn3)CN2Cc2cccs2)cc1 | 15 | -16 | 2 | 16 | 2.1 | / | 3 | 0.3
CN(CCC#N)C(=S)NC(=O)c1ccc(S(=O)(=O)N2CCOCC2)cc1 | 5 | -8 | 7 | 2 | -1.9 | -4 | -1 | 0.0
